USP2a inh: inhibitors of human ubiquitin-specific protease USP2a. O75604. USP2 core, Ub-CHOP2 coupled fluorogenic reporter, 485/531. Potency, µM (top dose mostly 38.3 µM), inactives show at the top dose activity change, negative = inhibition, most hits filed as inhibitors. 330,000 compounds, 0.01% hits. AID 463254;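 further: potency means the concentration at half of the fitted maximal effect; plate controls were DMSO wells for no effect and full inhibition by NEM control for full effect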
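Cell-free coupled assay: 10nM USP2 core preincubated 30min RT with compound in Tris-HCl pH 8.0/CaCl2/CHAPS buffer, then 25nM Ub-CHOP2 and 25nM reporter substrate; fluorescence (Ex 485/Em 531) read after 60min RT, normalized to NEM inhibition, concentration-response curves fitted.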
p53 reactivator: re-activators of mutant p53. AID 504706. Potency, µM (highest dose often 92.2 µM), inactives show top-dose activity change, positive = activation, most hits filed as activators. H1299 p53-A138V BP100-luciferase reporter, luminescence, 24 h. 320,000 compounds, 0.063% hits; further: potency means the concentration at half of the fitted maximal effect; % of control where 0% means no effect; nearly all actives have a fitted effect of over 45% in size
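p53-null H1299 cells stably carrying temperature-sensitive p53-A138V and a BP100-luciferase reporter were pinned with compounds (4-point, 1:5 series) and held 24 hrs at 37 deg C. Luminescence was read 10 min after detection reagent.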
ASM inhibitor: human S-ASM enzyme inhibition | placental ASM, HMU-PC fluorogenic substrate, 60 min | Potency, µM (top dose mostly 57.5 µM), for inactives: at the top dose activity change, negative = inhibition, actives largely listed as inhibitors | 340,000 compounds, 0.006% hits | AID 504937; further: potency means the concentration at half of the fitted maximal effect
Target sequence (P17405 47-631 limits assumed): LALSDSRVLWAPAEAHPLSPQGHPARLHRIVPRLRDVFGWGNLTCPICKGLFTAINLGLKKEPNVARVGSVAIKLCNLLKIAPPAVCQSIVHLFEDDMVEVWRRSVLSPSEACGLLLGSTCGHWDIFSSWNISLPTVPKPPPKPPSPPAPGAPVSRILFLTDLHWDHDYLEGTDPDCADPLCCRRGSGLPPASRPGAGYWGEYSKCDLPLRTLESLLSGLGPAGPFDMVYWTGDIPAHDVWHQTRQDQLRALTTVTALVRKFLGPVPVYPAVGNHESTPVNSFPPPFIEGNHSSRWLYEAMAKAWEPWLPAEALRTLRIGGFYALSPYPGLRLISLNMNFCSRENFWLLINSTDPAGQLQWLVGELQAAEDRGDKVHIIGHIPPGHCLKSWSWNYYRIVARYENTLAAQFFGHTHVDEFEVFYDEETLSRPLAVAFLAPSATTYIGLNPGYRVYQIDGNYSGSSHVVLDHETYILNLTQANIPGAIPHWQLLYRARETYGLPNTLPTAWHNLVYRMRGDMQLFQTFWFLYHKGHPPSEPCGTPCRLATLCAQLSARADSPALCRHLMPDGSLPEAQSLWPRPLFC
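Human placenta-derived ASM enzyme was preincubated with compound for 10 minutes at room temperature, then given fluorogenic substrate HMU-PC0 (9 uM final) for 60 minutes at 37 °C; a pH 10 stop preceded fluorescence reading at Ex 386/Em 447 nm.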
a7 integrin act: activates integrin-mediated alleviation for muscular dystrophy; alpha7betagal myoblasts, beta-gal FDG fluorescence, 48 h; Potency, µM (top dose mostly 38.3 µM), without a hit: top-dose activation, most hits filed as activators; 350,000 compounds, 0.064% hits;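 further: potency means the concentration at half of the fitted maximal effect; 100% = response of the positive control SU9516; nearly all actives have a fitted effect of over 60% in size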
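alpha7betagal+/- myoblasts (passage 13, 250/well) treated 48 h at 37C with compounds at 1:260 dilution of DMSO stock. Lysed, then beta-galactosidase activity read as FDG fluorescence (ex 480/em 540) after 30 min, with pre-read for autofluorescence.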
TSG101-PTAP inh: blocks PTAP/TSG101 interaction to inhibit HIV-1 budding. AID 493005. Fluorescence polarization, FITC-PTAP peptide / Tsg101 binding. Potency, µM (series often up to 115 µM), for the others: top-dose activity change, negative = inhibition, usual class: inhibitors. Q99816. 340,000 tested, under 10 active; active means well fitted inhibition curve with a large enough effect in the main read-out, with a control signal flat, not every such curve was filed as active; inconclusive means small, poorly fitted or top-dose-only effect, or effect the other way, or a change in a side signal; inactive means no such curve, though single readings can be large or run the other way; further: potency means the concentration at half of the fitted maximal effect; % of control where 0% means no effect
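FP read-out: FITC-PTAP peptide, 50 nM final, binding Tsg101 binding domain, 10 uM final; 20 min, r.t.; 10 mM HEPES pH 7.5, 0.15 M NaCl, 0.01% Tween 20, 3 mM EDTA, 0.1 mM TCEP.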
TRPV1 agonist: human TRPV1 agonism; Q8NER1; TRPV1-expressing cells, Fluo-8 calcium influx, agonist mode; activation, % at 8.33 µM; 320,000 compounds, 0.19% hits; AID 540275; in the data active means activation above about 80%; inconclusive means between about 30% and that limit; further: 0% is about no effect
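Fluo-8 calcium influx in TRPV1-expressing cells, kinetic read (ex 480/em 520 nm). Compound added and read 3 min for agonist activity, followed by capsaicin at EC20 final and 2 min further read for enhancement.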
BRCA1 expr up: BRCA1 expression activation; MCF7-BRCA1-FFLuc reporter, luminescence, 48 h; response scale: scaled: vehicle 0%, 10 µM genistein 100%; Potency, µM (titrated, usually from 46.1 µM), inactives show at the top dose activation, usual class: activators; 380,000 compounds, 1.1% hits; AID 624202; further: potency means the concentration at half of the fitted maximal effect; nearly all actives have a fitted effect of over 80% in size; some results filed as inactive show a strong effect at the top dose
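First, MCF7-BRCA1-FFLuc cells (2000/well) attach for 2 h; next, compounds are pin-added and incubated 48 h at 37 °C; finally, luciferase reagent is added and luminescence read after 15 min.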
ELG1 genotox: genotoxicity induction in ELG1-luciferase HEK293T cells. HEK293T ELG1-luciferase reporter, luminescence, 16 h. Potency, µM (doses to about 46 µM), inactives show top-dose activity change, positive = activation, hits mostly activators. 330,000 compounds, 1.3% hits. AID 504466; further: potency means the concentration at half of the fitted maximal effect; % of control where 0% means no effect; nearly all actives have a fitted effect of over 60% in size
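Luminescence read-out: rising ELG1-luciferase signal, reflecting elevated ELG1 protein under genetic stress, flags genotoxic compounds. Cells were treated for 16 hr at 37 °C before ONE-Glo detection.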
uPA surface inh: blocks generation of uPA at the cell surface; cell surface uPA generation assay, qHTS; Potency, µM (titrated, usually from 38.3 µM), inactives show at the highest dose activity change, negative = inhibition, most hits filed as inhibitors; 330,000 compounds, 0.31% hits; AID 540303; active means well fitted inhibition curve with a large enough effect; inconclusive means small, poorly fitted or top-dose-only effect; inactive means no such curve, though single readings can be large or run the other way; tested in mouse RAW 264.7 cells; further: potency means the concentration at half of the fitted maximal effect; on the % scale 0 is the no-effect control and ±100 the full control effect; nearly all actives have a fitted effect of over 55% in size
B2AR arrestin: recruits beta-arrestin to the human beta2-adrenergic receptor; beta-arrestin recruitment to beta2AR, cell-based reporter; Potency, µM (series often up to 46.1 µM), for the others: top-dose activation, usual class: activators; 330,000 compounds, 0.02% hits;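 further: potency means the concentration at half of the fitted maximal effect; 0% = DMSO controls and full agonism = EC100 isoproterenol or metaproterenol; nearly all actives have a fitted effect of over 65% in size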
Target sequence (P07550 whole entry, looked up): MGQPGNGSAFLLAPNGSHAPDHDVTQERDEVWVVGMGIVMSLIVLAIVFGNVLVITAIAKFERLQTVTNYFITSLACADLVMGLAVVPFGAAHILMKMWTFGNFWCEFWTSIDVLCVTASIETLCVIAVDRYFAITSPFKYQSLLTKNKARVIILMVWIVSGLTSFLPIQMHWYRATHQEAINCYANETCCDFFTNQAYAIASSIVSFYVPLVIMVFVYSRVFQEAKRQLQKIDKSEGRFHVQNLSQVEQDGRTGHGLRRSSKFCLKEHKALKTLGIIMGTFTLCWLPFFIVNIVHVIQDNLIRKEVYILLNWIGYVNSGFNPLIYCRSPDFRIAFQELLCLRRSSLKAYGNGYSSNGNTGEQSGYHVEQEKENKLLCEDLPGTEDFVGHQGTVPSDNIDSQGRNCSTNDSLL
Eya2 phos inh: Eya2 (human) phosphatase inhibition | 330,000 compounds, 0.006% hits | O00167 | Potency, µM (doses to about 76.9 µM), for the others: top-dose activity, negative = inhibition, actives largely listed as inhibitors | recombinant Eya2, OMFP fluorescence dephosphorylation (OMFP is methylfluorescein phosphate) | AID 488837; further: potency means the concentration at half of the fitted maximal effect; on the % scale 0 is the no-effect control and ±100 the full control effect
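Eya2 (0.2 uM) preincubated 10 min at ambient with compound, then OMFP substrate added at 50 uM; 10 min reaction in 50 mM HEPES pH 7.5, 50 mM NaCl, 5 uM MgCl2, 0.05% BSA, 1 mM DTT. Fluorescence read at Ex 485/Em 525 nm.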
An asterisk follows results filed as active; ? = inconclusive; nt = no result given; [ ] = another dose, or the depositor's remark. Unless noted, the call rests on the fitted dose curve; in most records, active means well fitted curve in the direction sought with a large enough effect; inconclusive means small, poorly fitted or top-dose-only effect, or another doubt; inactive means no such curve, though single readings can be large; an effect the other way counts as inactive or inconclusive.

SMILES | USP2a inh | p53 reactivator | ASM inhibitor | a7 integrin act | TSG101-PTAP inh | TRPV1 agonist | BRCA1 expr up | ELG1 genotox | uPA surface inh | B2AR arrestin | Eya2 phos inh
Cc1cc(C)c(S(=O)(=O)Nc2ccccc2C(=O)OCC(=O)NCc2ccccc2)c(C)c1 | -1% | -1% | 9% | nt | -1% | 12 | -4% | -6% | nt | 0.4% | -4%
Cc1ccc2nc(-c3cccnc3)cc(C(=O)Nc3ccccc3[N+](=O)[O-])c2c1 | 2% | 0% | -1% | -11% | 4% | 13 | -20% | -4% | -13% | -0.8% | 12%
Cc1ccccc1NC(=O)OCCN1CCN(Cc2ccccc2)CCC1=O | -1% | -4% | 2% | 15% | 1% | 0 | -3% | 2% | -6% | 6.8% | -1%
CCCCOC(=O)Cc1c(O)c2ccccc2[nH]c1=O | -1% | -2% | 3% | -8% | -2% | 0 | -18% | -4% | 8% | -0.6% | -4%
CCC(CC)COC(=O)C(C#N)c1nc2ccccc2nc1N1CCN(CC)CC1 (centres undefined) | -1% | 1% | 45%[activator] | -65%[inhibitor] | -9% | 24 | -64% | -4% | nt | 0.4% | -6%
COc1ccc(C(CNC(=O)CCNS(=O)(=O)c2ccc(C)cc2)N2CCOCC2)cc1 (centres undefined) | 2% | -7% | 3% | -4% | -2% | -1 | -16% | -3% | -7% | 0.2% | -11%
CCNC(=S)N/N=C/c1ccc(C#N)cc1 | 2% | -3% | 1% | 26% | -3% | 2 | -8% | -9% | -1% | -0.2% | 2%
COc1ccc2[nH]c(O)c(N=NC(=O)c3ccc(NS(=O)(=O)c4cccs4)cc3)c2c1 | 4% | 7% | -5% | -5% | -6% | -2 | 9% | ? | 0% | 0.0% | ?
O=C(Nn1cnnc1)c1ccc([N+](=O)[O-])cc1 | -1% | -1% | -1% | -14% | 0% | 0 | -8% | 0% | -1% | -0.3% | 9%
O=C(c1ccc2c(=O)n(Cc3ccco3)c(=S)[nH]c2c1)N1CCN(c2ccccc2)CC1 | 1% | 2% | -8% | -8% | -1% | nt | -33% | -2% | 0% | -0.3% | 14%
CCc1ccccc1NC(=O)NCc1ccccn1 | -1% | 3% | 2% | 11% | -8% | 2 | 2% | 3% | -4% | -0.6% | 5%
O=C1NCCCC1C(=O)Nc1ccccn1 (centres undefined) | -1% | 3% | 5% | 5% | 0% | -2 | 0% | -2% | 2% | -0.1% | -9%
O=C(N/N=C/c1cccs1)C(=O)N1CCCC1 | -3% | 5% | 1% | -13% | -1% | 0 | 43% | 9% | 1% | 6.7% | -5%
Cc1ccc(C(=O)NC(=S)N2CCN(c3cc(C)ccc3C)CC2)cc1 | 1% | ? | -3% | -35% | -1% | ? | -47% | -3% | -4% | -1.5% | -8%
Cc1nc2c([nH]c3ccccc32)c(=O)n1N | -1% | 5% | 0% | -14% | -4% | 1 | 32% | 20% | 3% | -0.9% | -15%
O=C(Nc1cnn(Cc2ccc(Cl)cc2Cl)c1)c1cc(-c2cccs2)on1 | 0% | 0% | -5% | 26% | -6% | -1 | -32% | -4% | nt | 1.0% | 21%
COc1cc(NC(=O)c2ccc(-c3cccc(F)c3)o2)ccc1NC(=O)c1ccccc1Cl | 0% | 4% | -11% | 2% | -4% | nt | -33% | 0% | -9% | -0.1% | 2%
O=C(Cc1cccs1)Nc1nc2c(ccc3ccccc32)s1 | -1% | 6% | ? | 8% | -5% | 81* | -15% | ? | 12% | 0.1% | 5%
O=c1c2cccnc2n(-c2ccccc2)n1Cc1ccc(Cl)cc1 | 0% | -3% | 33% | 0% | 0% | 1 | -19% | ? | 1% | 0.0% | -13%
Cn1c(=O)c2c([nH]c(OCc3ccc(Cl)cc3Cl)[n+]2Cc2ccc(F)cc2)n(C)c1=O | -2% | -2% | -2% | -5% | 1% | 0 | 21% | -2% | 19% | -1.0% | 0%
CCCOc1ccc(N2CC(C(=O)NCCc3ccc(OC)c(OC)c3)CC2=O)cc1 (centres undefined) | 0% | -2% | -3% | -1% | -1% | 4 | -9% | 0% | nt | -0.5% | -2%
CCCc1nc2nc(C)c(NS(=O)(=O)c3ccc(C4CCCCC4)cc3)c(=O)n2[nH]1 | 2% | 0% | -1%[11.5 µM] | 1% | -14% | 4 | -5% | 0% | 1% | -0.6% | -4%
C=CCSc1nnc(NC(=O)CCN2C(=O)C3CC=CCC3C2=O)s1 (centres undefined) | 0% | 21% | 1% | -4% | -4% | 6 | 42% | 6% | 9% | 0.4% | -11%
CCOC(=O)CCNC(=O)c1ccc2nc(C3CCCCC3)oc2c1 | -2% | nt | -1% | 4% | 0% | 25 | ? | 2% | -2% | -3.3% | -2%
CCN1C[C@@H]2[C@@H]3C(=O)N(C)C(=O)[C@@H]3[C@](Cc3ccccc3)(C1=O)N2C(=O)c1ccc(Cl)c(Cl)c1 | nt | nt | -1% | -11% | -5% | nt | 0% | nt | -11% | nt | nt
Cc1nc(C(=O)NNC(=O)c2ccc(C(F)(F)F)cc2)cs1 | 3% | 8% | 1% | 6% | -4% | 0 | -69% | ? | -9% | -0.4% | 5%
CC(C)(C)S(=O)N1Cc2cc(CO)cc(CCO)c2[C@@H]1CCO (some centres undefined) | nt | nt | 7% | 19% | -7% | nt | -3% | nt | 6% | nt | nt
CNC(=O)CSc1nc2cccnc2n1-c1ccc(F)cc1 | 2% | -45%[inhibitor] | 5% | -43% | 1% | -3 | 1% | ? | -12% | 0.0% | -14%
O=C(COC(=O)c1ccc([N+](=O)[O-])cc1)Nc1ccc(Cl)cn1 | -1% | 0% | 0% | 23% | -3% | 1 | -3% | 0% | 3% | -0.1% | 20%
CCOC(=O)c1cc(-c2cc(OC)c(OC)c(OC)c2)nc2c1c(=O)[nH]c(=O)n2Cc1ccccc1 | 2% | -1% | -1% | -11% | 0% | -1 | -68% | 8.2µM* | -4% | 0.2% | -5%
Cc1ccc(C(=O)Cn2c(N3CCOCC3)nc3c2c(=O)n(C)c(=O)n3C)cc1 | 3% | -3% | -1% | -9% | -8% | -1 | 8% | 5% | -12% | -0.2% | -8%
CN(C(=O)CSc1nc2ccccc2c(=O)n1-c1ccc(F)cc1)C1CCS(=O)(=O)C1 (centres undefined) | -1% | 4% | 5% | -24% | -3% | 3 | -25% | 2% | ? | -0.8% | 6%
CCN(CC)CCNC(=O)C1(c2ccccc2)CCCCC1 | nt | nt | -1% | -2% | -2% | nt | -10% | nt | -3% | nt | nt
CN(C(=O)c1ccc(NC(=O)C2CCCN(C(=O)OC(C)(C)C)C2)cc1)C1CCCCC1 (centres undefined) | 0% | -2% | 3% | 0% | 0% | nt | -17% | -3% | 5% | 0.2% | -15%
O=C(Cc1c[nH]c2ccccc12)NCc1ccc(Cl)cc1Cl | 0% | 16% | -4% | -8% | -5% | 16 | 52% | 7% | 8% | -0.5% | 3%
CCN(CC)S(=O)(=O)c1cccc(C(=O)N/N=C/c2c(C)nn(-c3ccccc3)c2Cl)c1 | 2% | -6% | -1% | -5% | 0% | 2 | 0% | 8% | -1% | -0.3% | -9%

An excerpt from above in order of SMILES length, rising.
SMILES | USP2a inh | p53 reactivator | ASM inhibitor | a7 integrin act | TSG101-PTAP inh | TRPV1 agonist | BRCA1 expr up | ELG1 genotox | uPA surface inh | B2AR arrestin | Eya2 phos inh
O=C1NCCCC1C(=O)Nc1ccccn1 (centres undefined) | -1% | 3% | 5% | 5% | 0% | -2 | 0% | -2% | 2% | -0.1% | -9%
CCCCOC(=O)Cc1c(O)c2ccccc2[nH]c1=O | -1% | -2% | 3% | -8% | -2% | 0 | -18% | -4% | 8% | -0.6% | -4%
O=C(Cc1cccs1)Nc1nc2c(ccc3ccccc32)s1 | -1% | 6% | ? | 8% | -5% | 81* | -15% | ? | 12% | 0.1% | 5%
CN(C(=O)CSc1nc2ccccc2c(=O)n1-c1ccc(F)cc1)C1CCS(=O)(=O)C1 (centres undefined) | -1% | 4% | 5% | -24% | -3% | 3 | -25% | 2% | ? | -0.8% | 6%
CN(C(=O)c1ccc(NC(=O)C2CCCN(C(=O)OC(C)(C)C)C2)cc1)C1CCCCC1 (centres undefined) | 0% | -2% | 3% | 0% | 0% | nt | -17% | -3% | 5% | 0.2% | -15%
